Source: PubChem BioAssay
USP2a inh = USP2a (human) protease inhibition; AID 463254; O75604; Potency, µM (series often up to 38.3 µM), without a hit: at the highest dose activity change, negative = inhibition, usual class: inhibitors; 330,000 tested, 0.01% active; USP2 core, Ub-CHOP2 coupled fluorogenic reporter, 485/531;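 further: potency means the concentration at half of the fitted maximal effect; plate controls were DMSO wells for no effect and full inhibition by NEM control for full effect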
Target sequence (O75604 whole entry, looked up): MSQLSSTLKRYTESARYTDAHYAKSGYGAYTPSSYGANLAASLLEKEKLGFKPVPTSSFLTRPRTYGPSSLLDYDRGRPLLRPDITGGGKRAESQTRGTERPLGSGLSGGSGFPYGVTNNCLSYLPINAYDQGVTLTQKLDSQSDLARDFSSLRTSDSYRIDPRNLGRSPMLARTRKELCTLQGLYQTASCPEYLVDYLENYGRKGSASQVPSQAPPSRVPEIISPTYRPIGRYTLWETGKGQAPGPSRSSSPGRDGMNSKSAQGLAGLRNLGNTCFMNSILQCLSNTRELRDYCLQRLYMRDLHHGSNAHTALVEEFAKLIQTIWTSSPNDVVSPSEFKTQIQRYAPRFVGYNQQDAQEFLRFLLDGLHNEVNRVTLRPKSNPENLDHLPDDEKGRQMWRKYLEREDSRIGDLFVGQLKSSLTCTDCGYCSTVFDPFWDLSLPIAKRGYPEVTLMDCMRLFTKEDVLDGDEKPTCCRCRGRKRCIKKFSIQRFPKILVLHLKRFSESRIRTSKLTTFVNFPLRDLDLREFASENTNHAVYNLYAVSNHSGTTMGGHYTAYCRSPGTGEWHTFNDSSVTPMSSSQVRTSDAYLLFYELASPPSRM
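Cell-free coupled assay: 10nM USP2 core preincubated 30min RT with compound in Tris-HCl pH 8.0/CaCl2/CHAPS buffer, then 25nM Ub-CHOP2 and 25nM reporter substrate; fluorescence (Ex 485/Em 531) read after 60min RT, normalized to NEM inhibition, concentration-response curves fitted.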
GALK inh = blocks human galactokinase activity; Potency, µM (doses to about 57.5 µM), for inactives: at the highest dose activity change, negative = inhibition, hits mostly inhibitors; Purified GALK, Kinase-Glo residual ATP luminescence; AID 1868; P51570; 270,000 tested, 0.007% active; further: potency means the concentration at half of the fitted maximal effect; on the % scale 0 is the no-effect control and ±100 the full control effect
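ATP-depletion format; final 35 uM ATP, 100 uM D-galactose, 5 nM enzyme; pH 8.0 HEPES/Mg2+ buffer; 60 min RT; luminescence read 10 min after detection reagent.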
TSHR antag = blocks TSH signaling through the human TSH receptor. P16473. TSHR-expressing cells, TSH-stimulated cAMP HTRF, 2 h; stronger effect = lower value. activity change, negative = inhibition, % at 11.5 µM. 330,000 tested, 0.2% active. AID 504810;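 active means activity change below a set negative limit, meaning inhibition stronger than a set level, cut at about -70% in these data; inconclusive means activity change between two set negative limits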; further: on the % scale 0 is the no-effect control and ±100 the full control effect
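Inhibition of cAMP made by TSHR-expressing cells under TSH stimulation (4nM final, EC80; 2 h, 37 deg C) is quantified with a one-step lysis HTRF kit, anti-cAMP cryptate versus cAMP-d2.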
Eya2 inh = inhibitors of human Eya2 phosphatase activity. O00167. recombinant Eya2, OMFP fluorescence dephosphorylation (OMFP is methylfluorescein phosphate). Potency, µM (titrated, usually from 76.9 µM), for the others: at the top dose activity, negative = inhibition, hits mostly inhibitors. 330,000 tested, 0.006% active; further: potency means the concentration at half of the fitted maximal effect; on the % scale 0 is the no-effect control and ±100 the full control effect
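Eya2 (0.2 uM) preincubated 10 min at ambient with compound, then OMFP substrate added at 50 uM; 10 min reaction in 50 mM HEPES pH 7.5, 50 mM NaCl, 5 uM MgCl2, 0.05% BSA, 1 mM DTT. Fluorescence read at Ex 485/Em 525 nm.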
MBNL1-CUG inh = blocks human MBNL1 binding to CUG repeat RNA; TR-FRET MBNL1-His/biotin-(CUG)12 binding, 665/545 ratio; Potency, µM (highest dose often 57.5 µM), without a hit: at the top dose activity change, negative = inhibition, usual class: inhibitors; 280,000 tested, 0.036% active; active means well fitted inhibition curve with a large enough effect in the signal ratio, with a control signal flat, not every such curve was filed as active; inconclusive means small, poorly fitted or top-dose-only effect, or effect the other way, or a change in a side signal; inactive means no such curve, though single readings can be large or run the other way; the % refers to the signal ratio; further: potency means the concentration at half of the fitted maximal effect; on the % scale 0 is the no-effect control and ±100 the full control effect
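MBNL1-His + Biotin-(CUG)12, cpd titration 92 nM–58 uM; Tb anti-His Ab 0.055 ng/ul, SA-XL665 5 nM (final); 60 min RT; ratiometric 665/545 nm, Ex 340 nm; normalized to buffer and full-complex controls.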
ASM inhibitor = inhibitors of human secretory acid sphingomyelinase; P17405; placental ASM, HMU-PC fluorogenic substrate, 60 min; Potency, µM (doses to about 57.5 µM), for the others: top-dose activity change, negative = inhibition, actives largely listed as inhibitors; 340,000 tested, 0.006% active; further: potency means the concentration at half of the fitted maximal effect
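Human placenta-derived ASM preincubated with compound 10 min at room temperature, then reacted with 9 uM (final) fluorogenic HMU-PC substrate for 60 min at 37 C. Stop solution raises pH to 10; fluorescence read at Ex 386/Em 447 nm.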
PKM2 act = increases activity of human pyruvate kinase M2; Potency, µM (highest dose often 57.5 µM), without a hit: at the highest dose activation, hits mostly activators; P14618; purified PKM2, Kinase-Glo ATP luminescence, activation; response scale: 0% is enzyme alone, no compound; 260,000 tested, 0.34% active; AID 1631; further: potency means the concentration at half of the fitted maximal effect; on the % scale 0 is the no-effect control and ±100 the full control effect; nearly all actives have a fitted effect of over 55% in size
Target sequence (P14618 whole entry, looked up): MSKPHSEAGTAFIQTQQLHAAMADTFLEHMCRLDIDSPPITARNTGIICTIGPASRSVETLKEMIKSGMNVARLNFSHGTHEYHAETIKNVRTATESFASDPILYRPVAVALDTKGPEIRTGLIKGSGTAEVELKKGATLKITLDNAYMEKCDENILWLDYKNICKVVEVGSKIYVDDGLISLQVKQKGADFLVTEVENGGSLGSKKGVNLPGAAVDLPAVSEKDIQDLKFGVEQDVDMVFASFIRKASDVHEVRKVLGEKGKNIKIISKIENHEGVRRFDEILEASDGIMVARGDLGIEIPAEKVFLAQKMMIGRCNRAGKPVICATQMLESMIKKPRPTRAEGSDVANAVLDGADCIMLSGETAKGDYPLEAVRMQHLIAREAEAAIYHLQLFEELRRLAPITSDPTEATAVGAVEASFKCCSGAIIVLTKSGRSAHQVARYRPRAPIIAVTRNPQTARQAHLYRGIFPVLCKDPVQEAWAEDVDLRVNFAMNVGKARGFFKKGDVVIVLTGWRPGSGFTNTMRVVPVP
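ATP formation by purified human PK-M2, quantified via coupled luciferase luminescence after 1 h at room temperature with 0.1 mM ADP and 0.5 mM PEP final.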
BCR signal inh = chronic active BCR signaling inhibition; 340,000 tested, 0.05% active; Potency, µM (series often up to 46.1 µM), for the others: at the highest dose ratio change, negative = lower green/red ratio, usual class: inhibitors; ABC-DLBCL IkBa-CBG/CBR reporter, luminescence ratio, 4 h; active means well fitted inhibition curve with a large enough effect in the signal ratio, with a control signal flat, not every such curve was filed as active; inconclusive means small, poorly fitted or top-dose-only effect, or effect the other way, or a change in a side signal; the % refers to the signal ratio;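 further: potency means the concentration at half of the fitted maximal effect; plate controls were basal doxycycline-induced cells for no effect and cells given 10 µM MG132 for full effect; MG132 reads +100%, hits lower the ratio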
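TMD8 human ABC-DLBCL cells with doxycycline-inducible IκBα–green luciferase fusion and unfused red luciferase, in 0.5% FBS medium; compounds up to 46 uM, 4 h at 37C. Green/red luminescence ratio, filter-overlap corrected, fitted to concentration-response curves.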
Menin MLL FP TR = inhibitors of human menin-MLL interaction, mutant MLL peptide; O00255; Menin + Texas Red MLL mutant peptide, fluorescence polarization; Potency, µM (titrated, usually from 61.6 µM), for the others: top-dose FP activity change, negative = inhibition, actives largely listed as inhibitors; 270,000 tested, 0.23% active; active means well fitted inhibition curve with a large enough effect in the polarisation, with a control signal flat, not every such curve was filed as active; inconclusive means small, poorly fitted or top-dose-only effect, or effect the other way, or a change in a side signal; inactive means no such curve, though single readings can be large or run the other way; the % refers to the polarisation; further: potency means the concentration at half of the fitted maximal effect; % of control where 0% means no effect; many of its hits are not listed in these tables
Mito fusion yeast = inhibitors of mitochondrial division or activators of mitochondrial fusion; S. cerevisiae fusion-defective mutant growth rescue, CellTiterGlo 48 h; Potency, µM (top dose mostly 46.1 µM), inactives show at the highest dose growth rescue (activation), hits mostly activators; 320,000 tested, 0.23% active;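 further: potency means the concentration at half of the fitted maximal effect; % of control where 0% means no effect; nearly all actives have a fitted effect of over 45% in size; temperature-sensitive fusion mutants such as fzo1-1 at 37 °C on non-fermentable ethanol glycerol medium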
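Read-out: ATP-based luminescence (CellTiterGlo, 10 min ambient) reporting growth of fusion-defective ts yeast after 48 hours at 37C on glycerol/ethanol YPEG medium in the presence of compound.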
KCNH2 WT inh = blocks the wildtype human KCNH2 potassium channel; Q12809; U2OS, BacMam KCNH2, thallium flux FluxOr; stronger effect = lower value; activity change, % at 1.84 µM; 340,000 tested, 0.37% active;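 active means maximum activity change below -70%; inconclusive means maximum activity change between -70% and -50%; inactive means maximum activity change above -50%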; further: on the % scale 0 is the no-effect control and ±100 the full control effect
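U2OS cells were transduced with wild-type KCNH2 virus (2.03 x 10^8 / mL) for 4 h at room temperature, then cultured overnight at 37 C. Thallium flux was read with FluxOr dye. Rate constants were normalized to DMSO controls.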
* marks the source's active call; other numbers are inactive results; ? = inconclusive; . = no result given; [ ] = dose if it differs, or a comment. Unless noted, the call rests on the fitted dose curve; in most records, active means well fitted curve in the direction sought with a large enough effect; inconclusive means small, poorly fitted or top-dose-only effect, or another doubt; inactive means no such curve, though single readings can be large; an effect the other way counts as inactive or inconclusive. This is a subset (hit frequency here may not be typical).

nr	Structure	Eya2 inh	GALK inh	Menin MLL FP TR	PKM2 act	BCR signal inh	KCNH2 WT inh	Mito fusion yeast	MBNL1-CUG inh	ASM inhibitor	USP2a inh	TSHR antag
1	Cc1ccc(C)c(NC(=O)CN(C)C(=O)C2=NNC(=O)CC2)c1	5%	.	.	.	1%	-4	.	.	1%	-1%	14
2	CCN(CC(=O)Nc1ccccc1OC)C(=O)c1cc(S(=O)(=O)N2CCCCCC2)ccc1OC	1%	.	.	.	5%	3	3%	.	1%	-1%	5
3	CCN(c1ccccc1)S(=O)(=O)c1cccc(C(=O)NCc2ccccn2)c1	13%	.	.	.	-6%	-17	6%	.	-2%	1%	5
4	Cc1c(C(=O)NC(C)c2ccccc2)c(-c2ccccc2)nn1-c1ccccc1 (stereo not drawn)	-13%	3%	-15%	-17%	6%	7	4%	-11%	-1%	-3%	14
5	CCOc1ccccc1C(=O)NCC(=O)NC(C)c1ccc(-n2ccnc2)cc1 (stereo not drawn)	12%	.	.	.	-12%	8	-3%	.	6%	1%	4
6	O=[N+]([O-])c1ccc(N/N=C2/CCCCC2c2ccccn2)c([N+](=O)[O-])c1 (stereo not drawn)	8%	2%	-11%	-1%	7%	0	6%	?	-9%	-1%	-5
7	CCc1cc(SC#N)cc(C)c1N	-3%	7%	-8%	-10%	?	12	4%	-5%	-2%	-1%	16
8	O=C(O)c1cccc(S(=O)(=O)N2CC=C(c3ccccc3)CC2)c1	20%	.	.	.	7%	-8	3%	.	3%	0%	-21
9	CCN(CC(=O)Nc1ccc(Cl)c(S(=O)(=O)N(C)C)c1)CC(=O)NC(C)C	4%	-3%	2%	-24%	-1%	5	-1%	1%	3%	16%	-1
10	COCCNC(=O)CSc1ncnc2sccc12	2%	.	2%	-5%	2%	-19	1%	-3%	2%	1%	-10
11	O=C(O)COc1ccccc1/C=C1\SC(=Nc2ccc(F)cc2)N(c2ccc(F)cc2)C1=O	13%	1%	18%	-6%	?	-16	-2%	12%	-3%	-1%	0
12	CCOc1ccc(OCC)c(NC(=O)C2CCCN(S(=O)(=O)c3c(C)noc3C)C2)c1 (stereo not drawn)	4%	0%	11%	-16%	4%	14	0%	2%	2%	-1%	-13
13	O=C(Cc1ccccc1)NC(=S)Nc1ccc(OC(F)F)cc1	-8%	-1%	19%	0%	0%	-14	0%	-3%	-11%	-1%	-10
14	COCCCNC(=O)C1CCCN(S(C)(=O)=O)C1 (stereo not drawn)	1%	.	0%	-15%	?	-4	.	-13%[11.5 µM]	4%	-1%	15
15	CCOC(=O)C1(Cc2ccc(OC)cc2)CCN(C(=O)c2csc(C)n2)CC1	12%	-1%	-16%	0%	2%	-6	-1%	-9%	5%	3%	-6
16	Fc1c(F)c(F)c(CSc2nc3ccccc3[nH]2)c(F)c1F	5%	-2%	-4%	-2%	?	4	3%	-1%	-1%	1%	-6
17	Cc1[nH]c(C)c(S(=O)(=O)N2CCN(c3cccc(Cl)c3)CC2)c1C(=O)N1CCCC1	7%	-1%	5%	.	0%	9	-10%	0%	8%	3%	-4
18	CCOC(=O)c1c(C)[nH]c(C(=O)C(C)OC(=O)c2cnc(C)cn2)c1C (stereo not drawn)	3%	.	.	.	0%	0	5%	.	-4%	3%	10
19	O=c1c2ccccc2cnn1Cc1n[nH]c(=S)n1-c1ccc(F)c(Cl)c1	3%	-3%	1%	0%	-1%	1	-8%	-4%	-2%	10%	28
20	Clc1ccc(-c2nnc3n2CCCCC3)cc1	1%	1%	-9%	-1%	?	-6	1%	0%	2%	-7%	-4
21	O=C(COC(=O)CNC(=O)C1CCCCC1)Nc1ccc2ccccc2c1	14%	2%	15%	-5%	?	0	2%	10%	-5%	-2%	0
22	CN(/N=C/c1ccc(O)cc1O)c1ncc(C(F)(F)F)cc1Cl	-3%	-4%	.	1%	?	-6	7%	.	-2%	-2%	14
23	CCOCCCNC(=O)C1CCN(S(=O)(=O)N2CCCC2)CC1	4%	6%	-3%	-11%	?	.	5%	4%	1%	-2%	7
24	COc1ccccc1/C=C/C=N/N1CCN(Cc2ccc(Cl)cc2)CC1	-10%	0%	0%	4%	?	32	-2%	9%	-3%	-11%	-12
25	CCCCc1c(O)nc(SCC(=O)O)[nH]c1=O	2%	4%	-6%	6%	1%	-12	5%	-21%	-1%	-1%	-3
26	COc1ccc(N(C(=O)CNC(=O)c2ccco2)C(C(=O)NCC2CCCO2)c2ccccc2)cc1Cl (stereo not drawn)	-7%	16%	-24%	8%	-8%	1	3%	-3%	1%	4%	-1
27	Cc1cc(C(=O)N/N=C/c2c3ccccc3cc3ccccc23)n[nH]1	-2%	-4%	34%[activator]	14%	-29%	11	-2%	?	53%[activator]	1%	-4
28	O=C(c1ccccc1NS(=O)(=O)c1cccc([N+](=O)[O-])c1)N1CCOCC1	13%	-1%	-5%	3%	2%	-1	-1%	?	-2%	6%	-1
29	O=[N+]([O-])c1ccc(C(O)CSC(=S)N2CCCCC2)cc1 (stereo not drawn)	2%	.	26%	.	-1%	-8	14%	14%	4%	-8%	-5
30	COc1cccc(C(=O)Nc2ccc(C(=O)c3ccncc3)cc2)c1	4%	-2%	.	.	0%	15	12%	?	-3%	2%	-4

A second format for 3 compounds above.
Each structure is followed by: Eya2 inh	GALK inh	Menin MLL FP TR	PKM2 act	BCR signal inh	KCNH2 WT inh	Mito fusion yeast	MBNL1-CUG inh	ASM inhibitor	USP2a inh	TSHR antag
[14] COCCCNC(=O)C1CCCN(S(C)(=O)=O)C1 (stereo not drawn)
    1%	.	0%	-15%	?	-4	.	-13%[11.5 µM]	4%	-1%	15
[15] CCOC(=O)C1(Cc2ccc(OC)cc2)CCN(C(=O)c2csc(C)n2)CC1
    12%	-1%	-16%	0%	2%	-6	-1%	-9%	5%	3%	-6
[16] Fc1c(F)c(F)c(CSc2nc3ccccc3[nH]2)c(F)c1F
    5%	-2%	-4%	-2%	?	4	3%	-1%	-1%	1%	-6

(continued)
nr	Structure	Eya2 inh	GALK inh	Menin MLL FP TR	PKM2 act	BCR signal inh	KCNH2 WT inh	Mito fusion yeast	MBNL1-CUG inh	ASM inhibitor	USP2a inh	TSHR antag
31	CCn1c(SCC(=O)N2CCN(c3ccccc3)CC2)nnc1-c1ccncc1	-28%	0%	0%	-3%	-4%	.	0%	-6%	.	-8%	-1
32	Cc1ccc(C(=O)Nc2nccc(C)n2)cc1	-1%	3%	-1%	-15%	2%	20	0%	-4%	3%	0%	1
33	CN(C)c1ccc(/C=N/NC(=O)CN2CCN(c3ccc(F)cc3)CC2)cc1	-8%	2%	-3%	7%	-1%	.	-3%	-1%	.	1%	5
34	COc1ccc(Cc2nc3ccc(C(=O)NCC(C)(C)OC)cc3o2)cc1	6%	4%	-3%	-1%	-2%	6	0%	13%	1%	1%	0
35	CN(CC(=O)Nc1ccccc1C(F)(F)F)C(=O)COc1ccccc1Cc1ccccc1	-9%	.	.	.	2%	-4	?	.	-1%	-5%	10
36	O=C(NCC(=O)N1CCCCCCC1)c1ccc(Br)o1	2%	.	.	.	17%	-12	-11%	.	3%	0%	-4
37	Cc1ccc(NC2=NCC(Cc3ccc(Br)cc3)S2)cc1 (stereo not drawn)	-10%	0%	-12%	-1%	-14%	24	16%	-3%	-5%	3%	-11
38	Cc1nc(CCNC(=O)Cc2ccccc2)cs1	8%	0%	-12%	4%	-1%	-9	-2%	1%	1%	-1%	-7
39	Cc1cc(-c2ccco2)n(-c2ccccc2)n1	3%[15.4 µM]	0%	12%	13%	0%	5	-1%	0%	1%	2%	-2
40	COc1cc2c(cc1OC)C(c1ccc(N(C)C)cc1)CC(=O)N2 (stereo not drawn)	-9%	0%	3%	18%	4%	-11	-1%	9%	1%	-4%	2
41	CCCCSc1nnc(-c2ccc(C)cc2)c2ccccc12	0%	2%	-2%	5%	?	-4	?	.	-1%	2%	-2
